# Screens deposited in PubChem BioAssay by Johns Hopkins Ion Channel Center.
# Kir21 inh: blocks the mouse Kir2.1 inward-rectifier potassium channel | P35561 | 310,000 compounds, 0.85% hits | B-score at 10 µM | HEK293-Kir2.1, FluxOR thallium flux fluorescence; stronger effect = lower value;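 active = fluorescence ratio B-score at or below minus 3 SD of library scores, with starting-brightness B-score within 2 SD, cut at about -4.2 in these data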;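 also: channel flux triggered by added potassium and thallium sulfate stimulus; B-score of peak minus minimum fluorescence over baseline after thallium stimulus; more negative B-score means stronger Kir2.1 block with less thallium influx; some compounds called inactive have numbers as strong as hits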
# Target sequence (P35561 whole entry, looked up): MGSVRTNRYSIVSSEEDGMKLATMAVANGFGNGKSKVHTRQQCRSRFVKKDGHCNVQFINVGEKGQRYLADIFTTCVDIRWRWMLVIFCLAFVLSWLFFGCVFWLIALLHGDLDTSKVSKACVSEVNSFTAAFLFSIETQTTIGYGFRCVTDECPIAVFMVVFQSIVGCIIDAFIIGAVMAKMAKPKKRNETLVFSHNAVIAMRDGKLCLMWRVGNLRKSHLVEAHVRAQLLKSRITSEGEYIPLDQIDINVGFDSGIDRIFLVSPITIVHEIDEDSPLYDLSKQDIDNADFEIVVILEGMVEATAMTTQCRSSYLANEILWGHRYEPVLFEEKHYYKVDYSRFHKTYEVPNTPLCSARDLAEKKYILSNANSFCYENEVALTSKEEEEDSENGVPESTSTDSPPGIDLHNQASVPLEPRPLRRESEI
# KCNQ2 block: KCNQ2 channel blockers in CHO-K1 cells – cell-based, FluxOR thallium flux, B-score, primary screen (AID 2156); O88943; 20 min; stronger effect = lower value; B-score at 10 µM; 310,000 compounds, 1.1% hits;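 active = fluorescence ratio B-score at most minus 3 library SDs, with starting brightness B-score within 2 library SDs, cut at about -5.5 in these data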
# CHT block: inhibits the human high affinity choline transporter; Q9GZV3; 310,000 compounds, 0.86% hits; CHT-expressing cells, membrane potential dye, choline response; stronger effect = lower value; B-score at 10 µM;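 active = B-score over 3 SD under the library average, and starting fluorescence ratio not unusually high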;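 also: choline stimulus applied at its EC90 after an EC20 pre-addition; B-score computed on integrated fluorescence ratio after choline addition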
# Target sequence (Q9GZV3 whole entry, looked up): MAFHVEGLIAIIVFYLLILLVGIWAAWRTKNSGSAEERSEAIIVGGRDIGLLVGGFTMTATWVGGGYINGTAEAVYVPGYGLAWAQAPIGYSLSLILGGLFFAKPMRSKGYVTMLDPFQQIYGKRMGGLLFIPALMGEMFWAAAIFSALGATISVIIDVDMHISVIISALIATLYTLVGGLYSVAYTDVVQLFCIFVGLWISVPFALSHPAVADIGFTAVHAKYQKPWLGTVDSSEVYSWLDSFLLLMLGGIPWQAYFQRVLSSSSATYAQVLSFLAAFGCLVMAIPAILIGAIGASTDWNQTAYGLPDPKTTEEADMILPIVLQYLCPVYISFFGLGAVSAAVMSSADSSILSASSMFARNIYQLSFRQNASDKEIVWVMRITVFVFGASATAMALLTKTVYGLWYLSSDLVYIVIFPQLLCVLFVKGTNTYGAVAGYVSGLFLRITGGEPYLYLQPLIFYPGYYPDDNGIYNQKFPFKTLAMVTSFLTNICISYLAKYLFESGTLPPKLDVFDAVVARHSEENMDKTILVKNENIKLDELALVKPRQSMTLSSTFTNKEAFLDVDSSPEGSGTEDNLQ
# The depositor's hits bear a star; i = inactive; . = not tested or not shown.
SMILES,Kir21 inh,KCNQ2 block,CHT block
O=C(Nc1cccc(C(F)(F)F)c1)N1CCN(C(=O)Nc2cccc(C(F)(F)F)c2)CC1,-1.62,i,i
COCCn1c(=NC(=O)CCS(=O)(=O)c2ccccc2)sc2cc(C)ccc21,-1.02,i,i
CCOC(=O)c1c(-c2cccc([N+](=O)[O-])c2)csc1NC(=O)CCCOc1ccccc1OC,-0.51,i,.
c1cncc(-c2csc(NCc3ccco3)n2)c1,-0.65,i,i
O=C1/C(=C\c2ccco2)SC(=S)N1c1ccc(O)cc1,-2.38,i,i
Cc1ccc(Cn2ccc(NC(=O)c3cc(-c4ccc(Cl)cc4)on3)n2)cc1,-0.26,i,i
Cc1ccc2c(c1)N(CC(=O)NCc1ccco1)C(=O)C(C(C)C)O2 (stereo unspecified),0.04,i,i
Cc1ccccc1OCc1nnc(SCC(=O)O)n1-c1cccc(Cl)c1,-0.07,i,i
CCOc1ccc(NS(=O)(=O)c2ccc3[nH]c(=O)c(=O)[nH]c3c2)cc1,0.03,i,i
COC(=O)CCCC(=O)Nc1ccc(Cl)c(Cl)c1,0.04,i,i
CCOC(=O)CSC1=NC(=O)CS1,-0.62,i,i
Nc1nc(CSc2nc3ccccc3s2)nc(N2CCOCC2)n1,-2.14,i,i
CCN1CCN(C(=S)Nc2sc(C)c(-c3ccccc3)c2C(=O)OC)CC1,-0.9,i,i
COC(=O)C1(c2ccccc2)NC(c2cccs2)C2C(=O)N(C)C(=O)C21 (stereo unspecified),-1.63,i,i
CCOc1ccc(Br)cc1/C=N/NC(=O)c1ccncc1,-1.83,i,i
CCOC(=O)C1(Cc2cccc(F)c2)CCN(Cc2nc(CC)[nH]c2C)CC1,-2.5,i,i
COc1ccc(NC(=O)CSCC(=O)N(C)CC(=O)Nc2ccc(Cl)c(C(F)(F)F)c2)cc1,-1.22,i,i
CCCc1ccc(/C=C2\C(=O)c3ccccc3C(O)=C2C(=O)OCC)cc1,-1.83,i,i
O=C(/C=C/c1cccc([N+](=O)[O-])c1)N(c1ccccn1)c1ccccn1,1.6,i,i
O=C(NC(=S)NCCc1ccc(Cl)cc1)c1ccco1,-0.18,i,i
Cc1noc(C)c1S(=O)(=O)N1CCCC(C(=O)Nc2nccs2)C1 (stereo unspecified),0.28,i,i
CCOc1ccc(NS(=O)(=O)c2ccc(OCC(=O)N3CCCC3)cc2)cc1,-2.97,i,i
O=C(NCc1ccc(Cl)cc1)C1CCN(S(=O)(=O)c2cccc3nonc23)CC1,1.32,i,i
Cc1ccc(NC(=O)CCc2nnc3ccc(NCc4ccco4)nn23)cc1F,-0.95,i,i
Cc1ccc(S(=O)(=O)CCC(=O)Nc2nnc(-c3ccc(F)cc3)o2)cc1,-0.81,i,i
# The list goes on.
SMILES,Kir21 inh,KCNQ2 block,CHT block
O=C(NCc1ccc(Cl)cc1)c1cnccn1,0.88,i,i
CCOC(=O)c1cccc(-n2c(C)cc(C=O)c2C)c1,-0.12,i,i
COc1cccc(C(=O)NCCS(=O)(=O)N2CCCCCC2)c1,-1.48,i,i
CCCn1nnnc1NC(=O)COc1ccc(Cl)c(C)c1,-0.12,i,i
CCn1nc(C)c(NS(=O)(=O)c2ccccc2)c1C,-0.04,i,i
O=C(c1cc(-n2cnnc2)ccc1Cl)N1CCN(c2nc(-c3ccccc3)cs2)CC1,-0.05,i,i
O=C(O)c1ccc2c(=O)n(Cc3ccccc3)c(SCc3ccc([N+](=O)[O-])cc3)nc2c1,-0.55,i,i
COc1cccc(NC(=O)C(=O)NCCCn2ccnc2)c1,0.86,i,i
COc1ccc(Nc2ncc(C(=O)N3CCN(Cc4ccccc4)CC3)c3ccccc23)cc1,-0.23,i,i
COC(=O)CN(n1cnnc1)S(=O)(=O)c1ccc(C)cc1,1.16,i,i
CC1=C(C)CC(C(=O)N2CCN(Cc3ccccc3)CC2)C(C(=O)O)C1 (stereo unspecified),1,i,i
CC1CCC(NC(=O)C2CCN(c3cnccn3)CC2)CC1 (stereo unspecified),0.31,i,i
CC(=O)CS(=O)(=O)c1ccc(Oc2ccc(S(=O)(=O)CC(C)=O)cc2)cc1,0.34,i,i
Cc1c(N=C2SC(CC(=O)Nc3ccccc3)C(=O)N2CCN2CCOCC2)c(=O)n(-c2ccccc2)n1C (stereo unspecified),0.15,i,i
Cn1nc(CC(=O)NC2CCCCCC2)c2ccccc2c1=O,1.12,i,i
Cc1cc(-c2ccccc2)nc(Oc2cccc(C(F)(F)F)c2)c1S(C)(=O)=O,-1.34,i,i
CSc1ccccc1NC(=O)CN(C)CC(=O)NCc1ccccc1,-0.09,i,i
COc1ccc(CNC(=O)C/C(C)=N/NC(=O)COc2ccc(Br)cc2)cc1,0.61,i,i
Cc1ccc(C(=O)COC(=O)CCC(=O)NC2CCCCC2)cc1C,-0.37,i,i
COCCn1c(SCC(=O)NC2CC2)nnc1-c1ccco1,-0.54,i,i
Cc1ccc(C)c(C(=O)CC2(O)C(=O)N(C)c3ccccc32)c1 (stereo unspecified),-1.19,i,i
CCOC(=O)C[C@H]1c2ccc(C(F)(F)F)cc2S(=O)(=O)N1c1ccccc1,-2.05,i,i
O=C(CCc1nnc(C2(c3ccc(Cl)cc3)CCC2)o1)N1CCCC1,-2.24,i,i
COc1ccc(CC(=O)Nc2cccc(C(=O)Nc3ccccc3C(=O)O)c2)cc1OC,-0.94,i,i
COc1cccc(N(C(=O)c2snc(C(N)=O)c2N)C(C(=O)NCC2CCCO2)c2cccs2)c1 (stereo unspecified),0.16,i,i
# New compounds follow
SMILES,Kir21 inh,KCNQ2 block,CHT block
Nc1cc(=O)n(Cc2ccccc2)c(=O)n1-c1ccc(F)cc1,-0.28,i,i
COCc1cc(C)nc(Nc2ccc(C)cc2C)c1C#N,-0.87,i,i
Brc1ccc(Oc2ncc(CN3CCN(c4ccccc4)CC3)s2)cc1,-0.84,i,i
O=C(CCCN1CCOCC1)c1ccc2c(c1)OCCO2,0.76,i,i
COc1cccc(Cl)c1NC(=O)N1CCN(c2cc(C)nc3ccccc23)CC1,-3.27,i,i
CCCC1=Nc2cc(C(=O)NCCN3CCCC3)ccc2Sc2ccccc21,-3.16,i,i
O=C(Cc1cc(C(=O)O)c2ccccc2n1)Nc1ccccc1,0.6,i,i
Cc1ccc(N(C(=O)c2csnn2)C(C(=O)NC2CCCCC2)c2cccnc2)cc1C (stereo unspecified),-0.4,i,i
O=C(OCc1nnc(-c2ccccc2)o1)c1cc(=O)[nH]c2ccccc12,0.56,i,i
CSc1nc(C(=O)N2CCCC(N3CCN(c4ccccc4C)CC3)C2)cs1 (stereo unspecified),-0.46,i,i
Cc1ccccc1C(=O)Nc1nnc(-c2ccco2)s1,-0.33,i,i
COc1cc(CN2CC(=O)N(c3cc(Cl)ccc3C)C2=S)cc(OC)c1OC,-0.14,i,i
Cc1ccccc1/C=N/N1C(=O)CSC1=S,-0.3,i,i
Cc1ccccc1CC1(CO)CCCN(Cc2ccc3c(c2)OCCO3)C1 (stereo unspecified),-0.58,i,i
Cc1cc(Cl)c(O)c(-n2nc3ccccc3n2)c1,1.34,i,i
CN(C)CC1CCCCC1OC(=O)c1ccc(Cl)cc1 (stereo unspecified),0.54,i,i
CCNc1nc(Cl)nc(N(NC(C)=O)C(C)C)n1,0.97,i,i
O=C(Nc1nnc(-c2ccco2)o1)c1ccc(N2C(=O)CCC2=O)cc1,0.93,i,i
CC(C)n1nc(C(=O)Nc2ccccc2N2CCOCC2)c2ccccc2c1=O,-2.69,i,i
CCCN(CC#CC(O)(c1ccccc1)c1cccnc1)CCC (stereo unspecified),-0.13,i,i
Cc1ccc(CNC(=O)c2nc3nc(C)cc(C)n3n2)cc1,1.16,i,i
CCN(CC)CCNc1nc(-c2ccco2)c2c(c1C#N)CC(C)(C)OC2,-1.08,i,i
COc1ccc(C)cc1NC(=O)CCCN1C(=O)C2CC=CCC2C1=O (stereo unspecified),-1.26,i,i
O=S(=O)(c1ccccc1F)N1CCc2ccccc2C1,1.07,i,i
COc1ccc2c(c1)C=C(C(=O)NCc1ccc(Cl)cc1)CO2,0.17,i,i
# The results go on.
SMILES,Kir21 inh,KCNQ2 block,CHT block
CCn1c(O)c(/C=N/N=C2CCCCC2)c2cc(C3=NNC(=O)CC3)ccc21,1.86,i,i
COc1ccc(/C=C/C(=O)Nc2ccccc2C(=O)NCC(c2ccc(OC)cc2)N(C)C)cc1 (stereo unspecified),-0.06,i,i
NS(=O)(=O)c1cccc(NC(=O)CNC(=O)CC23CC4CC(CC(C4)C2)C3)c1,-1.63,i,i
CCCc1cc(=O)[nH]c(SCC(=O)N(CC)C2CCS(=O)(=O)C2)n1 (stereo unspecified),-0.28,i,i
CCOCCCNCC(=O)N1CCN(S(=O)(=O)c2ccc(C)cc2)CC1,0.07,i,i
CCOC(=O)C1CCN(C(c2cccc(F)c2)c2sc3nc(C)nn3c2O)CC1 (stereo unspecified),0.02,i,i
COc1cc(CCC(=O)Nc2nnc(C)s2)cc(OC)c1OC,-0.4,i,i
CC(=O)N1CCOc2ccc(S(=O)(=O)N3CCC(C(=O)Nc4ccc(C)c(C)c4)CC3)cc21,-0.34,i,i
COC(=O)c1cc(NC(=O)C(C)c2ccc(CC(C)C)cc2)ccc1O (stereo unspecified),-0.62,i,i
CCOc1ccc(Nc2nc(C)cc(C)c2C#N)cc1,-0.72,i,i
Cc1ccccc1NC(=O)C(=O)N/N=C/c1cccc(Br)c1,1.14,i,i
Cc1cc(Sc2ncnc(N)c2[N+](=O)[O-])ncn1,-1.22,-5.87*,i
COc1ccc(CCNC(=O)Cn2c(=O)c3cccn3c3cccnc32)c(OC)c1OC,-0.03,i,i
COc1ccc(NC(C)=O)cc1NC(=O)CSc1nnc(-c2cccnc2)n1C,-0.51,i,i
O=S(=O)(c1cccc2cccnc12)N1CCN(c2ccccn2)CC1,-1.28,i,i
O=C(Nc1c(C(=O)N2CCC(N3CCCCC3)CC2)oc2ccccc12)c1ccc(F)cc1,-0.08,i,-13.1*
COc1ccccc1CC1(C)NC(=O)N(CC(=O)Nc2cc(C)on2)C1=O (stereo unspecified),0.04,i,i
COc1ccc(CN2CCNC(=O)C2CC(=O)NCC(C)(C)N2CCOCC2)cc1C (stereo unspecified),-1.01,i,i
COc1ccc(CNC(=O)COC(=O)c2ccco2)cc1,0.67,i,i
CC(C)(C)c1ccc(OCC(=O)NC2CCS(=O)(=O)C2)cc1 (stereo unspecified),-0.6,i,i
O=C(CSc1cccc(C(F)(F)F)c1)N1CCN(S(=O)(=O)c2ccccc2)CC1,-2.45,i,i
Cn1nc(C(C)(C)C)cc1C(=O)NCc1cc(F)cc2c1OCOC2,0.7,i,i
C=C(C)C1CC=C(C)/C(=N\NC(=O)CNc2ccccc2OC)C1 (stereo unspecified),-0.3,i,i
COc1ccc(C)cc1NC(=O)C1CC(=O)OC12CCCCC2 (stereo unspecified),-0.22,i,i
COc1cccc(-c2nnc(SCc3ccccn3)n2C)c1,-0.03,i,i
# Following part
SMILES,Kir21 inh,KCNQ2 block,CHT block
CCOC(CNc1ncnc2sc(-c3ccccc3)cc12)OCC,0.93,i,i
COc1ccc(Cl)cc1N(CC(=O)Nc1ccc2c(c1)OCO2)S(C)(=O)=O,-1.09,i,i
O=C(O)c1ccc2cccnc2n1,0.13,i,i
Cc1cc(C)c(S(=O)(=O)c2c(C)cccc2C)c(Cl)n1,-1.38,i,i
Cc1cc2c(c(=O)n1CCc1ccccc1)C(c1ccco1)C(C#N)=C(N)O2 (stereo unspecified),0.07,i,i
CC(C(=O)Nc1ccc(C#N)cc1)N(C)CC(=O)Nc1cccc(F)c1 (stereo unspecified),-1.09,i,i
C[C@H]1CN=C(Nc2ccccc2)N1CC1CCCCCC1,-2.02,i,i
CCN(CC)c1ccc(NC(=O)OC)cc1,0.52,i,i
CC1CCN(S(=O)(=O)c2ccc3[nH]c(=O)[nH]c3c2)CC1,0.01,i,i
COc1ccc(C(=O)O)cc1F,-0.84,i,i
COc1ccc(-c2cc(=O)oc3cc(OC(C)C(=O)NCCCn4ccnc4)ccc23)cc1 (stereo unspecified),-1.74,i,i
Cc1cccc[n+]1CC(=O)Nc1cccc([N+](=O)[O-])c1,-0.57,i,i
Cc1nnc(NCCc2ccccc2)[nH]c1=O,-0.04,i,i

# Molecules above that have a furan ring, fused or not:
SMILES,Kir21 inh,KCNQ2 block,CHT block
c1cncc(-c2csc(NCc3ccco3)n2)c1,-0.65,i,i
O=C1/C(=C\c2ccco2)SC(=S)N1c1ccc(O)cc1,-2.38,i,i
Cc1ccc2c(c1)N(CC(=O)NCc1ccco1)C(=O)C(C(C)C)O2 (stereo unspecified),0.04,i,i
O=C(NC(=S)NCCc1ccc(Cl)cc1)c1ccco1,-0.18,i,i
Cc1ccc(NC(=O)CCc2nnc3ccc(NCc4ccco4)nn23)cc1F,-0.95,i,i
COCCn1c(SCC(=O)NC2CC2)nnc1-c1ccco1,-0.54,i,i
Cc1ccccc1C(=O)Nc1nnc(-c2ccco2)s1,-0.33,i,i
O=C(Nc1nnc(-c2ccco2)o1)c1ccc(N2C(=O)CCC2=O)cc1,0.93,i,i
CCN(CC)CCNc1nc(-c2ccco2)c2c(c1C#N)CC(C)(C)OC2,-1.08,i,i
O=C(Nc1c(C(=O)N2CCC(N3CCCCC3)CC2)oc2ccccc12)c1ccc(F)cc1,-0.08,i,-13.1*
COc1ccc(CNC(=O)COC(=O)c2ccco2)cc1,0.67,i,i
Cc1cc2c(c(=O)n1CCc1ccccc1)C(c1ccco1)C(C#N)=C(N)O2 (stereo unspecified),0.07,i,i
